# BoNT F protease – blocks Botulinum neurotoxin F light chain protease; AID 588497; 360,000 tested, 0.22% active; inhibition, % at 10 µM; Multiplex microsphere protease cleavage assay, flow cytometry; in the data active = inhibition above about 35%, passing the limit was not always enough; inconclusive = no clear call, values can overlap the other calls; note: plate controls were buffer without enzyme for full effect and enzyme alone for no effect
# Mtb UGM inh – inhibitors of M. tuberculosis UDP-galactopyranose mutase. inhibition, % at 10 µM. 320,000 tested, 0.06% active. P9WIQ1. AID 504406. purified UGM, fluorescence polarization probe displacement; in the data active = inhibition above about 10%, passing the limit was not always enough; inconclusive = no clear call, values can overlap the other calls
# MazEF act – activators of E. coli MazEF toxin-antitoxin RNase; 350,000 tested, 0.32% active; FAM/BHQ RNA-DNA oligo cleavage fluorescence, 5 h; activation, % at 20 µM; AID 504720; P0AE70; in the data active = activation above about 50%
# Target sequence (P0AE70 whole entry, looked up): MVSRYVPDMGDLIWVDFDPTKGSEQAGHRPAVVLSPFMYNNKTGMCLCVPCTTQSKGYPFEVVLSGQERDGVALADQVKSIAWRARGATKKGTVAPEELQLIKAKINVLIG
# Mtb BioA inh – inhibitors of Mycobacterium tuberculosis BioA enzyme; purified M. tuberculosis BioA enzyme, plate reader; inhibition, % at 9.99 µM; 360,000 tested, 0.096% active; AID 602481; in the data active = inhibition above about 40%; inconclusive = no clear call, values can overlap the other calls
# Rv3671c protease – Rv3671c (M. tuberculosis) protease inhibition | P9WHR9 | inhibition, % at 5.96 µM | 320,000 tested, 0.048% active; in the data active = inhibition above about 38%;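 note: extracellular domain of Rv3671c used as enzyme; 0% = enzyme with DMSO and 100% = no enzyme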
# Target sequence (P9WHR9 whole entry, looked up, the tested form may be a part): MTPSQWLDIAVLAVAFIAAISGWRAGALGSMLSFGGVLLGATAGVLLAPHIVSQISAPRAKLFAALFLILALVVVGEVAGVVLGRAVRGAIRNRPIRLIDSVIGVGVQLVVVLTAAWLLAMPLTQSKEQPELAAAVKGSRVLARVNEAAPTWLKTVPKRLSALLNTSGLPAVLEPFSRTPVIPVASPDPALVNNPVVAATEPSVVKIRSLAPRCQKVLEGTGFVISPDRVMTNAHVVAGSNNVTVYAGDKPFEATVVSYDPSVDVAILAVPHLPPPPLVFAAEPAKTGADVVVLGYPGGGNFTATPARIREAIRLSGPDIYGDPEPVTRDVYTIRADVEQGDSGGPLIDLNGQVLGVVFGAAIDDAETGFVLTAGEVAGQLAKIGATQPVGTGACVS
# FBA Mtb inh – inhibits M. tuberculosis FBA enzyme. P9WQA3. 360,000 tested, 2.3% active. inhibition, % at 1 µM. AID 588726. purified M. tuberculosis FBA, fluorescence read-out; in the data active = inhibition above about 27%;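 note: 0% = vehicle and 100% = reference inhibitor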
# Target sequence (P9WQA3 whole entry, looked up): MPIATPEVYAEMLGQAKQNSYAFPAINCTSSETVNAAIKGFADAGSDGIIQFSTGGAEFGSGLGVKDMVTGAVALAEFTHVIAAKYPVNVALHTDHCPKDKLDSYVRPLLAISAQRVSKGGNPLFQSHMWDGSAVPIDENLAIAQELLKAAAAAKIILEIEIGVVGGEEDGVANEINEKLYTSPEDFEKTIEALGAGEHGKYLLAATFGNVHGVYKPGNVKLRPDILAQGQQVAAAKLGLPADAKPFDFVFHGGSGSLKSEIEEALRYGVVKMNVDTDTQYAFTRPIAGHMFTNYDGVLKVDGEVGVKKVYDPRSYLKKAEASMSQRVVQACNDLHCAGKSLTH
# GDH-TPI counter – inhibits GDH-TPI coupling enzymes, artifact for Mtb FBA screen. GDH-TPI coupled enzyme counterscreen, NADH absorbance. inhibition, % at 4.8 µM. 360,000 tested, 1.2% active; in the data active = inhibition above about 30%;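 note: 0% = DMSO wells and 100% = wells lacking the enzyme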
# FadD28 FP inh – blocks FadD28 binding to the bisubstrate probe; inhibition, % at 12.5 µM; fluorescence polarization; AID 588549; 360,000 tested, 0.22% active; in the data active = inhibition above about 8.5%, passing the limit was not always enough; inconclusive = no clear call, values can overlap the other calls
# PrPC surface inh – reduces human prion protein on the cell surface | cell surface PrPC, TR-FRET read-out | inhibition, % at 13.8 µM | 370,000 tested, 0.43% active; in the data active = inhibition above about 24%; note: 0% = median of the test wells and 100% = reference compound wells
# Active calls of the source: *; ? = inconclusive; · = no result given.
SMILES,BoNT F protease,Mtb UGM inh,MazEF act,Mtb BioA inh,Rv3671c protease,FBA Mtb inh,GDH-TPI counter,FadD28 FP inh,PrPC surface inh
COc1ccc(OC)c(S(=O)(=O)NCC(=O)NC2CCCCCC2)c1,4,1.7,3,0.7,0,-2,0,·,3
O=[N+]([O-])c1ccccc1S(=O)(=O)N1CCN(S(=O)(=O)c2ccc3c(c2)OCCO3)CC1,-8,-0.2,4,-1.0,-6,0,-1,-2.2,·
Cc1ccc(S(=O)(=O)NCC2CCC(C(=O)NCc3ccco3)CC2)cc1 (stereo unspecified),12,0.7,2,-1.4,5,-1,-7,-2.6,-5
COc1ccc(OC)c(NC(=O)[C@@]2(CC(=O)O)CC(/C=C/c3ccccc3)=NO2)c1,21,0.5,0,0.6,1,3,-1,-2.3,6
CNC(=O)C[C@H]1C(=O)N(c2ccc(OC)cc2)C[C@@H]1C,-1,·,-4,·,·,-4,4,-3.1,14
COc1ccc(CCCNC(=O)C2Cc3c(-c4ccccc4)ccnc3O2)cc1 (stereo unspecified),-4,·,·,-1.4,·,-2,9,0.0,-2
CN1CCN(NC(=O)Nc2cccc(F)c2)CC1,-3,3.1,0,5.5,1,1,-9,-1.3,0
COc1ccc(OC)c(NC(=O)CCCCCn2nnc3ccccc3c2=O)c1,-8,0.5,0,-1.0,11,-2,5,-1.0,0
O=C(NCCc1nc2ccccc2[nH]1)/C(=C/c1ccc(F)cc1)NC(=O)c1ccco1,?,-0.2,7,·,6,-4,0,-2.1,-6
Cc1cccc(Nc2nnc(SCC(=O)c3c(N)n(C4CC4)c(=O)[nH]c3=O)s2)c1,-1,1.6,32,-1.2,-18,1,8,-0.3,2
CC(=NCCN1CCOCC1)c1c(O)n(Cc2ccccc2)c(=O)[nH]c1=O,9,-2.1,-6,-0.3,1,-5,10,-1.1,4
N#CCSc1ccsc1C(=O)Nc1ccc(F)cc1,-5,3.4,-5,22,-6,2,10,-3.4,-6
CCN1c2nc3ccccn3c(=O)c2CC2(C(=O)N(C)C(=O)N(C)C2=O)C1C (stereo unspecified),0,-1.3,0,-2.2,2,3,4,-4.0,3
CC(C)c1ccc(CNc2nc(NCC3CC3)nc3ccsc23)cc1,-6,·,·,-1.6,·,-2,-4,-8.6,8
O=C(CSc1ccc(S(=O)(=O)N2CCCCC2)cn1)Nc1ccccc1Br,-1,0.8,-3,·,-4,2,-4,-3.6,3
Cc1c(Cl)cccc1NCC(=O)Nc1ccc(Cl)cc1F,-7,-1.7,5,-0.1,-8,1,3,-4.1,2
COc1cc(/C=C/C(=O)N[C@@H](Cc2c[nH]c3ccccc23)C(=O)O)ccc1O,?,2.5,0,·,9,4,14,-3.0,4
O=C1C=C(c2cccc3c2Oc2ccccc2S3)C[C@@H](c2ccc(Cl)cc2)C1,-7,-0.2,-4,-1.5,-11,-2,3,-5.0,2
CCn1c(SC(C)C)nnc1-c1c[nH]c2ccccc12,-4,-0.1,6,-3.0,-2,-1,5,-1.3,-2
Cc1cc(C(=O)OCC(=O)NCc2ccco2)c(C)n1-c1ccc(F)cc1,0,1.7,-5,8.6,-2,1,-3,-4.0,8
Cc1ccccc1C(=O)NC(=S)Nc1ccccc1[N+](=O)[O-],-1,-2.4,3,-0.3,0,0,-8,-4.2,·
O=C(CCC1CCCC1)N1CCC(N2CCCCCC2)CC1,-8,0.9,3,·,7,-4,-9,-3.9,1
COc1ccc(C(C)(O)c2nc(/C=C/c3ccccc3)cs2)cc1 (stereo unspecified),-14,·,·,-0.9,·,-2,7,-1.9,-3
CC(C)(C)c1ccc(NC(=O)c2cc[n+]([O-])cc2)cc1,7,-0.6,8,-0.8,-3,-2,20,-0.1,-1
CC(C)c1ccccc1NC(=S)NN(Cc1ccccc1)c1ccccc1,-2,-2.1,8,0.7,-7,0,-2,-1.6,18
CC(=O)NS(=O)(=O)c1ccc(NC(=O)C(Sc2ccccc2)c2ccccc2)cc1 (stereo unspecified),-19,1.4,5,·,-5,1,8,-1.5,5
COc1ncnc2c1ncn2CCCNCc1ccccn1,3,·,3,·,·,0,2,-0.7,-6
CCOc1cc(CNCc2cccnc2)cc(Br)c1OCC(N)=O,-13,?,-1,-1.3,2,-3,14,-1.2,5
Cc1cc(C(=O)COc2cc(F)ccc2[N+](=O)[O-])c(C)n1C1CC1,-9,1.2,1,·,-6,0,4,-3.7,-10
CCOc1cc(S(=O)(=O)N2CCOCC2)ccc1F,7,0.8,5,1.6,-8,1,-3,-0.6,-4
CC1(C(=O)NS(=O)(=O)c2cccc(C#N)c2)CCN1C(=O)CCC1CCCC1 (stereo unspecified),-5,·,·,-0.4,·,-1,-4,-0.6,7
N/C(=N\N=C\c1ccco1)SC1CC(=O)N(c2ccccc2)C1=O (stereo unspecified),2,2.4,-1,·,0,2,26,-3.1,-10
COc1cc(O)c2c(c1)OC(C)(C)CC2=O,-11,-1.1,7,-3.2,-2,0,-3,-4.6,-6
Cn1c(=O)oc2cc(S(=O)(=O)N3CCCC(C(=O)N4CCc5ccccc5C4)C3)ccc21 (stereo unspecified),-2,1.8,7,11,1,-2,14,-3.6,7
CCCCN(C(=O)NC(=O)Nc1c(C)cc(C)cc1C)S(C)(=O)=O,-3,-3.6,-6,-1.0,0,3,5,0.2,0
O=C(CSCc1ccc([N+](=O)[O-])cc1)NC1CC1,3,1.8,1,·,2,8,-1,0.5,-6
Cn1c(N)c(C(=O)COC(=O)CSc2ccc3ccccc3c2)c(=O)n(C)c1=O,-7,-0.1,-2,·,-43,1,7,-1.8,13
CN(C)CCNC(=O)c1cc2c(=O)n(C)c3ccccc3c2n1C,-9,2.9,-4,-3.5,4,22,5,-3.2,-1
Nc1ccc2c(c1)Cc1c(F)cccc1-2,-8,·,2,-0.9,·,0,6,1.6,·
O=C1c2ccccc2-c2nc3ccccc3cc21,4,-2.2,5,4.4,-17,-1,4,-2.2,3
COC(=O)Cn1cc(C(=O)c2ccco2)c2ccccc21,-5,1.0,5,2.0,-2,0,27,-4.4,-2
Cc1ccsc1C(=O)OCC(=O)c1ccc(OC(F)F)cc1,3,1.4,-6,-0.8,-2,0,5,-0.3,9
CN(C)S(=O)(=O)N1CCN(C(=O)c2ccccc2Cl)CC1,-14,-2.7,-3,1.8,1,3,-8,-1.9,5
CSc1ccc(Cl)c(C(=O)Nc2cc(S(=O)(=O)N3CCOCC3)ccc2N2CCOCC2)c1,0,-0.2,2,-1.5,2,4,9,-3.1,-4
COCCn1nnnc1C(c1ccccn1)N1CCN(c2cccc(C)c2C)CC1 (stereo unspecified),-13,3.4,7,1.4,5,2,5,-1.5,2
CCOC(=O)c1ccccc1NC(=O)CSc1nnnn1C,10,1.4,-2,0.2,-2,0,3,-0.6,1
CCCS(=O)(=O)c1c(S(=O)(=O)CCC)c2c3ccccc3ccn2c1C(=O)OC,-1,2.0,4,-0.6,2,9,-2,-3.6,4
NS(=O)(=O)c1ccc(NC(=O)COC(=O)/C(=C/c2cccs2)c2cccs2)cc1,1,-2.1,-7,-2.5,-60,-3,42*,-0.8,4
CN(C)c1cccc(C(=O)OCC(=O)N(C)c2ccccc2)c1,4,0.5,-3,-1.1,1,5,-5,-1.6,5
Fc1ccc(CNc2ccn3nc(-c4ccccc4)cc3n2)cc1,-7,·,·,-1.4,·,6,12,-4.5,2
COc1ccc(C2Nc3ccccc3NC3=C2C(=O)CC(C)(C)C3)cc1 (stereo unspecified),30,1.5,-8,-5.2,3,2,11,1.2,-2
COc1cc(-c2noc(C)c2/C=C/c2ccc(C(=O)O)cc2)cc(OC)c1OC,-2,6.0,1,-3.3,-9,3,12,-10,0
COc1ccc(NC(=O)CCCn2c(=O)c3sccc3n(Cc3ccccc3)c2=O)cc1,2,·,5,·,-13,-5,1,-2.8,1
ONC(=Nc1ccc(Cl)cc1)c1ccccc1Cl,-6,-1.1,2,-1.1,-1,4,-3,-0.5,-5
CCc1ccc(NC(=O)CCCOc2cc(=O)n(C)c3ccccc23)cc1,-2,·,·,-1.2,·,1,8,-2.6,-3
CCN(C(=O)CN1CCN(S(=O)(=O)c2ccccc2C(F)(F)F)CC1)c1c(N)n(Cc2ccccc2)c(=O)[nH]c1=O,4,0.4,6,-1.3,-2,1,9,-2.3,6
Cc1ccc(C)c(NC(=O)CCc2nnc3ccc(NCc4ccco4)nn23)c1,2,-0.6,-31,-0.2,-2,2,3,-1.4,3
Cn1cc(CNCCCn2ncc3ccccc32)c(-c2ccccc2F)n1,1,-3.8,7,·,-10,3,12,-1.2,-2
COc1ccccc1C(=O)N1CCN(CCc2ccccc2)CC1,-9,0.5,1,2.7,-8,1,10,0.2,-4
Cc1ccc(N(CC(=O)NCc2ccccc2)C(=O)c2csnn2)c(C)c1,-1,1.3,6,0.3,3,0,2,-3.1,-2

# (further entries)
SMILES,BoNT F protease,Mtb UGM inh,MazEF act,Mtb BioA inh,Rv3671c protease,FBA Mtb inh,GDH-TPI counter,FadD28 FP inh,PrPC surface inh
NC(=O)CCC(C(=O)O)N1C(=O)C2C3CCC(C3)C2C1=O (stereo unspecified),2,·,5,-1.1,·,-1,10,-1.1,7
CCc1nnc(NC(=O)C2CCCCC2)s1,3,0.9,1,·,-14,8,4,-1.2,2
O=C(CNc1cccc(S(=O)(=O)N2CCCC2)c1)Nc1ccc(F)c(F)c1,6,0.5,-9,2.5,-1,3,1,-1.9,0
Cn1cccc1-c1cc(C(=O)N/N=C/c2ccccc2Cl)[nH]n1,10,-1.8,6,0.9,-11,0,6,-2.3,-5
COc1ccc(N2C(=O)CC(Sc3nccc(C)n3)C2=O)c(OC)c1 (stereo unspecified),1,·,6,-0.4,·,-3,0,-3.1,10
CCc1csc(CCNC(=O)C2CCC(=O)N(Cc3ccccc3F)C2)n1 (stereo unspecified),-13,-1.5,3,-6.3,1,5,-5,1.3,6
O=C(CN1C(=O)COc2ccc(Cl)cc21)NCC1CCCO1 (stereo unspecified),-1,2.3,-18,-1.3,-2,1,-6,-0.7,5
Cc1ccc(C(C)C)c(OCC(O)CN(C)Cc2ccccc2)c1 (stereo unspecified),16,-1.4,1,5.9,0,1,0,-2.4,0
CCCCN(CC)C(=O)/C=C/c1cccc([N+](=O)[O-])c1,0,-2.9,2,4.1,-1,2,1,-2.2,-11
CCCCCCN=CC1=C(O)C(C(=O)OC)C(C)(C)CC1=O (stereo unspecified),-8,-0.5,3,·,3,-2,1,-0.9,0
CC(=O)c1ccc(N2CCN(S(=O)(=O)c3c(C(=O)N4CCCC4)c(C)n(C)c3C)CC2)cc1,-2,-2.2,7,42*,2,1,40*,0.2,-12
CC(=O)Nc1nc(-c2ccccc2)ns1,·,2.4,-1,-0.2,-15,1,4,-2.2,11
CN(CC(=O)Nc1ccc(F)cc1)CC(=O)Nc1ccc(F)c(F)c1F,4,-1.8,-1,5.1,2,0,3,0.2,-2
C=CCN(CC=C)C(=O)c1cccc(OC2CCN(S(=O)(=O)N(C)C)CC2)c1,?,1.0,1,-0.2,4,-1,-4,-2.4,4
CCCOc1ccc(N2C(=O)CC(NCC(=O)OCC)C2=O)cc1 (stereo unspecified),?,1.5,11,-1.1,4,1,5,-2.7,-1
COc1ccc(NC(=O)CN(c2cc(C)cc(C)c2)S(=O)(=O)c2c(C)noc2C)cc1,-4,·,2,-1.0,5,0,6,-2.4,0

# 2 of these compounds in a different format.
canonical_smiles | BoNT F protease | Mtb UGM inh | MazEF act | Mtb BioA inh | Rv3671c protease | FBA Mtb inh | GDH-TPI counter | FadD28 FP inh | PrPC surface inh
CC(=O)Nc1nc(-c2ccccc2)ns1 | · | 2.4 | -1 | -0.2 | -15 | 1 | 4 | -2.2 | 11
CN(CC(=O)Nc1ccc(F)cc1)CC(=O)Nc1ccc(F)c(F)c1F | 4 | -1.8 | -1 | 5.1 | 2 | 0 | 3 | 0.2 | -2

# 4 structures out of the list, sorted by count of non-hydrogen atoms, largest number first:
SMILES,BoNT F protease,Mtb UGM inh,MazEF act,Mtb BioA inh,Rv3671c protease,FBA Mtb inh,GDH-TPI counter,FadD28 FP inh,PrPC surface inh
CN(CC(=O)Nc1ccc(F)cc1)CC(=O)Nc1ccc(F)c(F)c1F,4,-1.8,-1,5.1,2,0,3,0.2,-2
COc1ccc(N2C(=O)CC(Sc3nccc(C)n3)C2=O)c(OC)c1 (stereo unspecified),1,·,6,-0.4,·,-3,0,-3.1,10
CCCOc1ccc(N2C(=O)CC(NCC(=O)OCC)C2=O)cc1 (stereo unspecified),?,1.5,11,-1.1,4,1,5,-2.7,-1
CC(=O)Nc1nc(-c2ccccc2)ns1,·,2.4,-1,-0.2,-15,1,4,-2.2,11

# Screening data: PubChem BioAssay, several laboratories
